SKKanGAS inh – inhibitors of SKKanGAS S. pyogenes growth in kanamycin (SK-promoter or general growth effect). BacTiter-Glo, 6 h. inhibition, % at 7.5 µM. 300,000 tested, 1.3% active;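 active = mean replicate score, as percent of positive control median, at least 50; inconclusive = mean below 50 but one replicate at or above 50; inactive = mean and every replicate below 50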;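 note: strain carries kanamycin resistance gene driven by streptokinase promoter and grows in 40 µg/ml kanamycin; loss of luminescence reflects streptokinase promoter inhibition or plain growth inhibition; 0% = median of DMSO wells and 100% = positive control at its reference dose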
MrgX1 antagonist – human MrgX1 receptor antagonism, primary screen. MRGX1-HEK293 calcium flux, Fluo-4, BAM8-22 antagonism; hits give low values. B-score at 10 µM. Q96LB2. 310,000 tested, 1.3% active;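 active = calcium-response B-score plate-corrected more than 3 library SD below zero, starting fluorescence within 5 deviations, no agonist response on first addition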;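 note: peak minus trough fluorescence over baseline after final BAM8-22 challenge near maximal dose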
ANO1 block – mouse TMEM16A channel inhibition, primary screen; AID 588511; 310,000 tested, 1.2% active; normalized B-score (activity score, 25-100; higher = stronger inhibition) at 10 µM; HEK293 TMEM16A/YFP iodide influx fluorescence, ionomycin; Q8BHY3;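 active = ratio plate-corrected score three or more library SD toward inhibition, starting fluorescence score within five deviations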;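 note: score derived from kinetic fluorescence span divided by baseline fluorescence per well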
MrgX1 agonist – activates human MrgX1 receptor signaling; Q96LB2; MrgX1-HEK293 cells, Fluo-4 calcium fluorescence, agonist mode; hits give high values; B-score at 10 µM; 310,000 tested, 0.44% active; AID 588627;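 active = calcium response B-score plate-corrected fluorescence ratio at least 3 library SD, with starting fluorescence B-score inside 5 SD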
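Assay system: MrgX1-expressing HEK293 cells / Amount: fifteen thousand cells per well / Doses: test compound in the initial addition of three / Timing: cells plated overnight, dye loaded 0.5 h 37 °C, 0.5 h room temperature / Technique: kinetic calcium dye fluorescence, Fluo-4 NW / Control set: positive and negative controls per plate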
TRPC4 agonist – TRPC4 (mouse) channel activation; Q9QUQ5; B-score at 10 µM; HEK293 TRPC4beta/mu-opioid, Fluo4 calcium fluorescence; hits give high values; 310,000 tested, 0.49% active; AID 2237;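 active = B-score above 5 SD of library B-scores, and initial fluorescence ratio not above library mean plus 5 SD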;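 note: positive B-score marks a calcium rise read as TRPC4 activation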
Target sequence (Q9QUQ5 whole entry, looked up): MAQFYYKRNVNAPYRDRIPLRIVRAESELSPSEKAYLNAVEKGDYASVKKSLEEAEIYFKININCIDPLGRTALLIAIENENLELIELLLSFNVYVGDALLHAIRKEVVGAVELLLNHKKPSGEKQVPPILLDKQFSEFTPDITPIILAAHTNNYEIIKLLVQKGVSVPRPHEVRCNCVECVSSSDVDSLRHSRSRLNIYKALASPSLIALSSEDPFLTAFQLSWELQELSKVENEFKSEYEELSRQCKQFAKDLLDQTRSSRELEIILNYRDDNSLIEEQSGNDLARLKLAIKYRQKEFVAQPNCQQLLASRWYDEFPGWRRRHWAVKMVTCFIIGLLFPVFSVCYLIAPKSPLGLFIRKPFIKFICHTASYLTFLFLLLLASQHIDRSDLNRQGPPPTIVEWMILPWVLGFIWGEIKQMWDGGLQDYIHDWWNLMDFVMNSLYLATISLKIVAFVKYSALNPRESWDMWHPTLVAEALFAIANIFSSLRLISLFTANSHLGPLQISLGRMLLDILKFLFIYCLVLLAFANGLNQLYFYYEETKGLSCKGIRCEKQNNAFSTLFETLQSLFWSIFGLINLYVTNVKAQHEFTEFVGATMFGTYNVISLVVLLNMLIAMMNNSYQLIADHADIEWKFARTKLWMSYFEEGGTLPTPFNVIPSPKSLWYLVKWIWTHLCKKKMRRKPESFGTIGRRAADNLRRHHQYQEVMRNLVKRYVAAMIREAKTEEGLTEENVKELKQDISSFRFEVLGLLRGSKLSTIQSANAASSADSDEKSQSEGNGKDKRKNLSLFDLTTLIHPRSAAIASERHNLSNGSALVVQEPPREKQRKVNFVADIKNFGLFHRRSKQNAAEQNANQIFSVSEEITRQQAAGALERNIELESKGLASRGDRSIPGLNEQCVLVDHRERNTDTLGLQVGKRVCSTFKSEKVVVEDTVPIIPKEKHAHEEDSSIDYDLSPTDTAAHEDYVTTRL
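Material: HEK293 stable line with TRPC4beta plus mu-opioid receptor; technique: Fluo4 calcium-sensitive dye fluorescence, kinetic, 1 Hz baseline; timing: Fluo4 dye loading 45 min at room temperature, 110 s recording; controls: assay buffer as low control, maximal DAMGO as high control; read-out: integrated baseline-normalised fluorescence ratio, converted to per-well B score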
MrgX1 PAM – human MrgX1 positive allosteric modulation, primary screen; 310,000 tested, 0.63% active; MrgX1-HEK293, Fluo-4 calcium flux, FDSS; hits give high values; Q96LB2; B-score at 10 µM;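 active = plate-corrected calcium response at least 3 library SD above typical, normal starting fluorescence, not activating the receptor alone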;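 note: compound read alongside a low EC10 to EC30 dose of BAM8-22 agonist; peak minus trough fluorescence over baseline measured at the second addition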
TRPC4 inh – TRPC4 (mouse) channel inhibition | Q9QUQ5 | HEK293 TRPC4beta/mu-opioid, DAMGO-evoked Fluo4 calcium flux; hits give low values | B-score at 10 µM | 300,000 tested, 0.39% active | AID 2247;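 active = B-score over 3 SD under the library average, no early fluorescence shift, positive overall ratio signal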
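Test system – stable TRPC4beta/mu-opioid receptor HEK293 cells · Probe or stimulus – DAMGO, a submaximal dose followed by a maximal one · Dosing – one concentration per compound · Signal – Fluo4 calcium fluorescence by kinetic imaging, 5 s 1 Hz baseline · Evaluation – per-well B score of integrated baseline-normalized Fluo4 ratio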
TRPC4 PAM – allosteric potentiators of mouse TRPC4 channel; Q9QUQ5; HEK293 TRPC4beta/mu-opioid, DAMGO EC20, Fluo-4 Ca2+ flux; hits give high values; B-score at 10 µM; 310,000 tested, 0.42% active; AID 2227;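 active = B-score of calcium response area above 5 SD of library B-scores, with initial fluorescence ratio within 5 SD of library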;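 note: B-score of integrated fluorescence ratio over time as area under calcium response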
TRPC6 activator – activators of mouse TRPC6 channel; Q61143; HEK293-TRPC6 membrane potential dye fluorescence; hits give high values; B-score at 10 µM; 310,000 tested, 0.13% active; AID 2550;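 active = B-score of the integrated fluorescence ratio above library mean plus 3 SD, and starting fluorescence ratio within library mean plus 5 SD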;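 note: higher score means more depolarization so channel activation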
ANO1 activ – activators or potentiators of mouse TMEM16A chloride channel; HEK293 TMEM16A/YFP-H148Q/I152L, iodide quench fluorescence; hits give low values; B-score at 10 µM; 340,000 tested, 0.3% active; AID 623877;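 active = fluorescence-ratio B-score plate-corrected deviation score at least 3 library SD below zero, with starting fluorescence score within 5 deviations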;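 note: channel opened by trigger with iodide after compound preincubation; score built on the fluorescence ratio of max minus min over baseline; more negative score means more quench and so TMEM16A activation or potentiation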
TRPC6 inhibitor – blocks the mouse TRPC6 cation channel; Q61143; HEK293-TRPC6, membrane potential dye, ACh-evoked depolarization; hits give low values; B-score at 10 µM; 310,000 tested, 1.1% active;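 active = B-score under library mean minus 3 SD, initial fluorescence not abnormally high, positive integrated signal ratio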;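 note: B-score derived from integrated fluorescence ratio over the kinetic read; more negative B-score means stronger inhibition of depolarization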
Starred values were filed as active, the others as inactive; i = inactive; u = inconclusive; x = no result given.

SMILES,SKKanGAS inh,MrgX1 antagonist,ANO1 block,MrgX1 agonist,TRPC4 agonist,MrgX1 PAM,TRPC4 inh,TRPC4 PAM,TRPC6 activator,ANO1 activ,TRPC6 inhibitor
CC1CC(C)CN(CC(O)COCc2ccccc2)C1 (stereo unspecified),-1,i,i,i,i,i,i,i,i,i,i
O=C(NCc1ccccc1Br)c1ccncc1,2,i,i,i,i,i,i,i,i,i,i
CCCCc1noc(-c2c(-c3ccccc3Cl)noc2C)n1,16,i,i,i,i,i,i,i,i,i,i
N#Cc1nc(COc2ccccc2)oc1N1CCN(c2cccc(Cl)c2)CC1,-8,i,i,i,i,i,i,i,i,i,i
COc1cc(C(=O)NCc2nnc(SCC(=O)NC3CCCCC3)o2)cc(OC)c1OC,0,i,i,i,i,i,i,i,i,i,i
COc1ccc(CC(=O)OCc2cc3ccccc3[nH]c2=O)cc1,3,i,i,i,i,i,i,i,i,i,i
Cc1ccc(N/C=C(\C#N)c2ccc(OCCCF)cc2)cc1,7,i,i,i,i,i,i,i,i,i,i
Cc1nc2oc3c(NCc4ccccc4)ncnc3c2c2c1COC(C)(C)C2,5,i,i,i,i,i,i,i,i,i,i
O=C(c1ccc(F)cc1)N1CCOCC1,-3,i,i,i,i,i,i,i,i,i,i
COc1ccc(C2CC2/C(C)=N/OC(=O)C2CC2)cc1 (stereo unspecified),-5,i,i,i,i,i,i,i,i,i,i
C/C(O)=C(/N=O)C(=O)Nc1ccccc1,4,i,i,i,i,i,i,i,i,i,i
N#Cc1nc(-c2ccccc2Cl)oc1N1CCOCC1,-7,i,i,i,i,i,i,i,i,i,i
COc1ccc(C(=O)c2oc3ccc(OC)cc3c2N)cc1,-7,i,i,i,i,i,i,i,i,i,i
O=C(CC1C(=O)NCCN1Cc1c(F)cccc1Cl)NCCCOc1cccnc1 (stereo unspecified),0,i,i,i,i,i,i,i,i,i,i
CC1CCCCN1C(=O)COc1ccc(NC(=O)c2ccco2)cc1 (stereo unspecified),x,i,i,i,i,i,i,i,i,i,i
CCc1ccc2oc(-c3cc(N)ccc3O)nc2c1,10,i,i,i,i,i,i,i,i,i,i
O=C(CSc1ccc(Br)c2cccc(Cl)c12)Nc1ccc(S(=O)(=O)Nc2nccs2)cc1,u,i,i,i,i,i,i,i,i,i,i
CCC1CCCCN1CC(=O)c1c(C)[nH]c2ccccc12 (stereo unspecified),-2,i,i,i,i,i,i,i,i,i,i
Cc1ccc(NC(=O)CC2S/C(=N/N=C/C=C/c3ccccc3)NC2=O)cc1Cl (stereo unspecified),2,i,i,i,i,i,i,i,i,i,i
Cc1c(C(=O)N2CCOCC2)c(S(=O)(=O)Nc2ccc(F)cc2)c(C)n1C,-4,i,i,i,i,i,i,i,i,i,i
CC1CN(Cc2nc3c(c(=O)n(C)c(=O)n3C)n2CC(=O)c2ccccc2)CC(C)O1 (stereo unspecified),-2,i,i,i,i,i,i,i,i,i,i
Cc1ccc(S(=O)(=O)Cc2ccc(C(=O)NCCc3ccccc3)o2)cc1,0,i,i,i,i,i,i,i,i,i,i
CCOC(=O)C1CCN(C(=O)Nc2ccc3snnc3c2)CC1,-7,i,i,i,i,i,i,i,i,i,i
CCN1C(=O)[C@H]2[C@@H](c3ccc(-c4ccc(F)cc4)c(OC)c3)N3CCC[C@@]3(C(=O)OC)[C@H]2C1=O,13,i,i,i,i,i,i,i,i,i,i
CN(C)CCNC(=O)c1ccc(-c2nn(C)c(=O)c3ccccc23)cc1,-3,i,i,i,i,i,i,i,i,i,i
COc1cc([N+](=O)[O-])cc2sc(NC(=O)c3c(F)cccc3F)nc12,3,i,i,i,i,i,i,i,i,i,i
O=C(O)c1ccc(-c2noc(-c3ccccc3Cl)n2)cc1,6,i,i,i,i,i,i,i,i,i,i
C=CCNc1nnc(Sc2ncccc2[N+](=O)[O-])s1,-9,i,i,i,i,i,i,i,i,i,i
O=c1cc(-c2cccc(Cl)c2)oc2cccc(O)c12,-2,i,i,i,i,i,i,i,i,i,i
CCOc1ccccc1C(c1c(C)n(C)n(-c2ccccc2)c1=O)c1c(C)n(C)n(-c2ccccc2)c1=O,1,i,i,i,i,i,i,i,i,i,i
Cc1ccc(N(C)S(=O)(=O)c2ccc(-c3cnc(C4CC4)o3)cc2)cc1,7,i,i,i,i,i,i,i,i,i,i
O=C(CCCn1cncn1)N1CCCC(N2CCN(c3ccc(F)cc3)CC2)C1 (stereo unspecified),0,i,i,i,i,i,i,i,i,i,i
CC(C)C[C@H](NC(=O)OC(C)(C)C)C(=O)N[C@@H](CO)[C@H](O)[C@@H]1C[C@@H]1C(=O)N1CCCC1,-1,i,i,i,i,i,i,i,i,i,i
COC(=O)C1=C(C)NC2=C(C(=O)CC(C)(C)C2)C1c1ccccn1 (stereo unspecified),2,i,i,i,i,i,i,i,i,i,i
CCCCN1CN(Cc2ccccc2)CNC1=S,1,i,i,i,i,i,i,i,i,i,i
Cc1c(Cl)ccc2c(C(=O)NCCCn3nccc3C)cc(-c3ccccn3)nc12,9,i,i,i,i,i,i,i,i,i,i
CC(=O)OCC1=C(C(=O)O)N2C(=O)C(NC(=O)CCn3nc(C)c(Cl)c3C)C2SC1 (stereo unspecified),95*,i,i,i,i,i,i,i,i,i,i
Cc1ccccc1Cn1ccc(NC(=O)c2onc(C)c2Cl)n1,0,i,i,i,i,i,i,i,i,i,i
COC(=O)Cc1ccc(NC(=O)C(c2ccccc2)c2ccccc2)cc1,-1,i,i,i,i,i,i,i,i,i,i
Cc1ccc(N(CC(=O)Nc2cccc(C)c2)S(=O)(=O)c2cccc3nonc23)cc1,8,i,i,i,i,i,i,i,i,i,i
COc1ccc(C(=O)NC(=S)N(C)C2CCCCC2)cc1Br,73*,i,i,i,i,i,i,i,i,i,i
CSc1ccc(CNc2cccc3ccccc23)cc1,-15,i,i,i,i,i,i,i,i,i,i
CC1(C)OC(=O)C(=CNn2cnc3ccccc3c2=O)C(=O)O1,3,i,i,i,i,i,i,i,i,i,i
O=S(=O)(c1ccc(-n2cnnn2)cc1)N1CCNCC1,6,i,i,i,i,i,i,i,i,i,i
Cc1ccc(-n2c(N)c(-c3nc4ccccc4n3C)sc2=S)cc1,50*,i,i,i,i,i,i,i,i,i,i
CN(CCc1ccccn1)C(=O)Nc1ccc(Cl)cc1,0,i,i,i,i,i,i,i,i,i,i
O=[N+]([O-])c1cc(-n2cnnn2)ccc1N1CCC(Cc2ccccc2)CC1,24,i,i,i,i,i,i,i,i,i,i
CCn1nnnc1SCC(=O)NCc1ccco1,-5,i,i,i,i,i,i,i,i,i,i
CC(C)(C)c1csc(NC(=O)c2c(F)c(F)c(F)c(F)c2F)n1,-3,i,i,i,i,i,i,i,i,i,i
COc1ccc2nc(N3CCC(O)CC3)c(C#N)cc2c1,-7,i,i,i,i,i,i,i,i,i,i
COc1ccc(NC(=O)N2CCN(c3nc(-c4cccc(OC)c4)cs3)CC2)cc1,14,i,i,i,i,i,i,i,i,i,i
Clc1cccc(Nc2nc(N3CCOCC3)nc(N3CCOCC3)n2)c1,1,i,i,i,i,i,i,i,i,i,i
COc1ccc([N+](=O)[O-])cc1N(CC(O)CN(CC(C)C)CC(C)C)S(=O)(=O)c1ccccc1 (stereo unspecified),-10,i,i,i,i,i,i,i,i,i,i
COc1ccc2c(c1)CCc1c-2n[nH]c1C(=O)NCCC(C)C,3,i,i,i,i,i,i,i,i,i,i
CC(C)[C@H](NC(=O)N1CC(=O)Nc2ccccc21)C(=O)N[C@@H](Cc1c[nH]c2ccccc12)C(=O)O,6,i,i,i,i,i,i,i,i,i,i
Cc1onc(-c2ccccc2Cl)c1C(=O)Nc1ccc(CN2CCCC2)cc1,-4,i,i,i,i,i,i,i,i,i,i
CSc1ccccc1C(=O)N1CCC2(CC1)CC(=O)c1ccccc1O2,-9,i,i,i,i,i,i,i,i,i,i
COc1ccc(Br)cc1/C=N/NC(=O)c1cccnc1,-4,i,i,i,i,i,i,i,i,i,i
COc1ccc(C(C(=O)NC2CCCC2)N(C(=O)c2csnn2)C2CC2)cc1 (stereo unspecified),-3,i,i,i,i,i,i,i,i,i,i
Cc1ccc(S(=O)(=O)N2CCN(C(=O)CSc3ccccn3)CC2)c(C)c1,-5,i,i,i,i,i,i,i,i,i,i

Further entries.
SMILES,SKKanGAS inh,MrgX1 antagonist,ANO1 block,MrgX1 agonist,TRPC4 agonist,MrgX1 PAM,TRPC4 inh,TRPC4 PAM,TRPC6 activator,ANO1 activ,TRPC6 inhibitor
Cc1c(C(=O)Nc2ccc(Cl)cn2)oc2ccccc12,-2,i,i,i,i,i,i,i,i,i,i
COC(=O)CCC(=O)N1CCCC(C(=O)c2cc(F)ccc2F)C1 (stereo unspecified),-1,i,i,i,i,i,i,i,i,i,i
CN(CCC1CCCCO1)C(=O)c1cc(COc2ccc(F)cc2F)on1 (stereo unspecified),8,i,i,i,i,i,i,i,i,i,i
OCC[C@@H]1C[C@H](O)[C@@H](O)[C@@]2(Cc3ccccc3O2)O1,6,i,i,i,i,i,i,i,i,i,i
Cc1ccc(C(OCC(O)CN2CCCCC2)c2ccccc2)cc1 (stereo unspecified),-1,i,i,i,i,i,i,i,i,i,i
COc1ccc(C(C)=O)cc1COc1nc(C)nc2ccccc12,-6,i,i,i,i,i,i,i,i,i,i
C/C(=N\NC(=O)OC(C)(C)C)c1cccc([N+](=O)[O-])c1,3,i,i,i,i,i,i,i,i,i,i
CCS(=O)(=O)N1CCC(C(=O)NCCC2=CCCCC2)CC1,-12,i,i,i,i,i,i,i,i,i,i

High-throughput results from PubChem BioAssay.
